ALOX12 inh – blocks human arachidonate 12S-lipoxygenase | P18054 | purified 12hLO, xylenol orange hydroperoxide absorbance | Potency, µM (highest dose often 108 µM), for inactives: at the highest dose activity change, negative = inhibition, hits mostly inhibitors | 580,000 compounds, 1.1% hits; note: potency is the fitted concentration of half-maximal effect; % is set by controls: 0 for no effect and ±100 for the full control effect
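Hydroperoxide product was detected by ferrous iron/xylenol orange as the 573 to 405 nm absorbance ratio. Arachidonic acid at 40 uM (final) was turned over for 30 min at room temperature by 150 nM human 12hLO, pH 7.0 Hepes buffer, after 15 min compound preincubation.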
Pol kappa inh – DNA polymerase kappa (human) inhibition; purified Pol kappa, fluorescent DNA synthesis assay, 10 min; Potency, µM (top dose mostly 107 µM), inactives show top-dose activity, negative = inhibition, actives largely listed as inhibitors; 400,000 compounds, 0.53% hits; AID 588579; note: potency is the fitted concentration of half-maximal effect; % is set by controls: 0 for no effect and ±100 for the full control effect
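Activity was followed as the change in fluorescence between reads at 0 and 10 min after starting the reaction with 50 nM substrate. Beforehand, 10 nM polymerase had been preincubated with compound for 15 min at room temperature.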
Anesthetic bind – candidate novel general anesthetic via apoferritin binding; apoferritin/1-aminoanthracene competitive binding, fluorescence; P02791; 350,000 compounds, 0.074% hits; Potency, µM (top dose mostly 77.5 µM), inactives show at the top dose activity change, negative = displacement, usual class: inhibitors; note: potency is the fitted concentration of half-maximal effect; % is set by controls: 0 for no effect and ±100 for the full control effect; nearly all actives have a fitted effect of over 20% in size
Target sequence (P02791 2-175 limits assumed): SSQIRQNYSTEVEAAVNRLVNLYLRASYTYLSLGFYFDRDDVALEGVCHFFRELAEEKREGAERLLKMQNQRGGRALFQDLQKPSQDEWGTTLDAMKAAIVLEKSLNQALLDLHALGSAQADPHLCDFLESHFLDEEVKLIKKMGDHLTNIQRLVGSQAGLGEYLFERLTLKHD
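Horse-spleen apoferritin (10 uM) in 50% saturated 1-aminoanthracene in PBS was incubated 10 min at room temperature with compound. Fluorescence (ex 380, em 535 nm) was normalized to free and bound 1-AMA, with concentration-response fitted by a four-parameter Hill equation.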
LDHA inh – LDHA (human) enzyme inhibition; P00338; purified LDHA, NADH/diaphorase-resazurin fluorescence; stronger effect = lower value; activity change, % (values are at about 110 or 230 µM); 480,000 compounds, 0.15% hits; in the data active = activity change below about -30%; inconclusive = mostly about -25% to -30%;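 note: plate controls were DMSO wells for no effect and wells without enzyme for full effect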
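LDH5 2 nM; NADH 0.06 mM, pyruvate 0.2 mM; 200 mM Tris pH 7.4, EDTA, Tween-20; 5 min RT. Detection: diaphorase 0.133 mg/mL + resazurin 37 µM, fluorescence ex540/em590 at 0 and 20 min; normalized to enzyme-free and DMSO wells.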
RGS4 inh – blocks human RGS4-accelerated GTP hydrolysis; P49798; Transcreener GDP fluorescence polarization, RGS4-accelerated GTP hydrolysis; Potency, µM (series often up to 114 µM), inactives show at the highest dose activity change, negative = inhibition, hits mostly inhibitors; 390,000 compounds, 0.039% hits; note: potency is the fitted concentration of half-maximal effect; % is set by controls: 0 for no effect and ±100 for the full control effect; nearly all actives have a fitted effect of over 75% in size; some results filed as inactive show a strong effect at the top dose
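MLSMR compounds (23 nl, pin-transferred) preincubated 10 min at room temperature with a 500nM (2x) first reagent, then RGS4 at 900nM (2x) plus Transcreener GDP mix added; fluorescence polarization (620/688 nm) read before and after 90 min at 30 °C.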
Pol beta inh – DNA polymerase beta (human) inhibition; Pol beta primer extension/strand displacement, fluorescence kinetic; Potency, µM (titrated, usually from 114 µM), for the others: top-dose activity change, negative = inhibition, actives largely listed as inhibitors; 340,000 compounds, 1.3% hits; AID 485314; note: potency is the fitted concentration of half-maximal effect; % is set by controls: 0 for no effect and ±100 for the full control effect
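Preincubation: enzyme (10 nM) with compound, 15 min, RT. Reaction: substrate added to 50 nM final. Reads: 0 and 10 min. Analysis: normalized, Hill fit.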
APEX1 inh – blocks human APE1 abasic DNA cleavage; recombinant APE1, TAMRA/BHQ-2 abasic DNA cleavage fluorescence; Potency, µM (highest dose often 65.8 µM), without a hit: at the highest dose activity change, negative = inhibition, usual class: inhibitors; 350,000 compounds, 0.35% hits; AID 2517;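 note: potency is the fitted concentration of half-maximal effect; plate controls were vehicle for no effect and reference inhibitor for full effect; nearly all actives have a fitted effect of over 55% in size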
Target sequence (P27695 whole entry, looked up): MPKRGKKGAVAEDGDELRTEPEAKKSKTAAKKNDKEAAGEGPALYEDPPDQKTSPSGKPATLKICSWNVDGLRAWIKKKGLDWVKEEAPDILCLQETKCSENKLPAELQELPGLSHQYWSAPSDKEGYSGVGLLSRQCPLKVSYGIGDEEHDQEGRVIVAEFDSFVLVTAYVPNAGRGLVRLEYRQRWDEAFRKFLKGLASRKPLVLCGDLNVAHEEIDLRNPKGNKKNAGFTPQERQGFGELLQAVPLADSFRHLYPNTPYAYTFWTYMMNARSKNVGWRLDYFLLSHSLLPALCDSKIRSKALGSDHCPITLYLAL
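Compound pre-exposure to 0.75 nM APE1, 15 min at ambient temperature. Reaction initiated with 50 nM TAMRA/BHQ-2 THF substrate, read immediately in kinetic mode, 525 nm excitation, 598 nm emission.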
ERG-DNA inh – ERG Ets/DNA interaction inhibition. P11308. fluorescence polarization, His-ERG Ets domain / labelled DNA. Potency, µM (titrated, usually from 76.9 µM), inactives show at the top dose FP activity, negative = inhibition, usual class: inhibitors. 370,000 compounds, 0.028% hits; active = well fitted inhibition curve with a large enough effect in the polarisation, with a control signal flat; inconclusive = small, poorly fitted or top-dose-only effect, or effect the other way, or a change in a side signal; inactive = no such curve, though single readings can be large or run the other way; the % refers to the polarisation;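 note: polarization taken with two DNA probes labelled with fluorescein and Texas red; potency is the fitted concentration of half-maximal effect; % of control where 0% means no effect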
Target sequence (P11308 whole entry, looked up, the tested form may be a part): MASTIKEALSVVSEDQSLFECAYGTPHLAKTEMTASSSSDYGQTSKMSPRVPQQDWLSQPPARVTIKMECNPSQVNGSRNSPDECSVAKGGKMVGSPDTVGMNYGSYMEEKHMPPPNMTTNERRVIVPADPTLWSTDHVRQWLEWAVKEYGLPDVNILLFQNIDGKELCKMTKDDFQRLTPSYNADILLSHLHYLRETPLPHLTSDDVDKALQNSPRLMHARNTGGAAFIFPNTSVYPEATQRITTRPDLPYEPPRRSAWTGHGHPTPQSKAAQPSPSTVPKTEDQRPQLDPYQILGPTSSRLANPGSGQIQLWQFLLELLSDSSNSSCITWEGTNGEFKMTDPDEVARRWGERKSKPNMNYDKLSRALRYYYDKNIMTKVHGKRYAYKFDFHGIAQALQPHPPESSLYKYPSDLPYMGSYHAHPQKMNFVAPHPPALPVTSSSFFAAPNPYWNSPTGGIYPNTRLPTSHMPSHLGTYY
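His-tagged ERG Ets domain (1 uM in the protein solution; 300mM KCl, 50mM Tris-HCl, 1mM EDTA, 1mM DTT, pH 7.5) received compound, then a probe mix of 5 nM fluorescein-DNA and 100nM Texas-615-DNA. Fluorescence polarization was read for both dyes.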
Pol eta inh – blocks human DNA polymerase eta activity; Q9Y253; recombinant Pol eta, fluorescent DNA replication assay; Potency, µM (titrated, usually from 114 µM), inactives show at the top dose activity change, negative = inhibition, most hits filed as inhibitors; 390,000 compounds, 1.2% hits; AID 588591; note: potency is the fitted concentration of half-maximal effect; % is set by controls: 0 for no effect and ±100 for the full control effect
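Fluorescent replication assay: 50 nM final substrate added after a 15 min room-temperature compound preincubation with 10 nM enzyme. Signal taken at 0 min and again at 10 min.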
* hit, by the source's call; i = inactive; ? = inconclusive; / = not tested or not shown; [ ] = dose if it differs, or a comment. Unless noted, calls come from the whole dose curve; as a rule, active = well fitted curve in the direction sought with a large enough effect; inconclusive = small, poorly fitted or top-dose-only effect, or another doubt; inactive = no such curve, though single readings can be large; an effect the other way counts as inactive or inconclusive. Not all compounds are listed; the hit share may differ from the screen's.

SMILES	ALOX12 inh	Pol kappa inh	Anesthetic bind	LDHA inh	RGS4 inh	Pol beta inh	APEX1 inh	ERG-DNA inh	Pol eta inh
N#CC1=C(N)Oc2n[nH]c(-c3ccccn3)c2C1c1c(F)cccc1Cl (centres undefined)	i	-17%	1%	0	8%	11%	6%	-7%	-2%
CC1=C(C(=O)NCc2ccc(Cl)cc2)C2(CCCCC2)OC1=O	?	2%[60.1 µM]	-14%	-10	-35%	13%	/	2%	-9%
CC1C(=O)N2CCCc3cc(NC(=O)c4ccccc4C(F)(F)F)cc1c32 (centres undefined)	-27%	-8%	/	-2	20%	/	1%	3%	-8%
O=[N+]([O-])c1ccc(NN=Cc2ccccc2)nc1	-2%	-3%	/	-6	-14%	/	/	56%[activator]	-7%
CN(CC(=O)Nc1cccnc1)S(=O)(=O)c1ccc(Br)cc1	3%	-13%	-1%	-4	5%	6%	-1%	-4%	-12%
C/C(=N\OCC(=O)Nc1cc(C)cc(C)c1)c1ccc2c(c1)OCCO2	-4%	-10%	-7%	-4	-15%	1%	-2%	3%	-25%
COc1ccc(-c2nc3ccccc3s2)cc1NC(=O)c1cc2ccccc2o1	0%	3%	-11%	0	12%	4%	/	1%	-15%
CCCC(=O)Nc1cccc(-c2nc3ccccc3o2)c1	0%	-14%	-1%	1	-6%	4%	-1%	7%	-13%
COP(=O)(OC)c1ccc(NCc2cc(O)ccc2O)cc1	?	?	/	36	?	/	/	/	10µM*
Cc1nn(C)c(C)c1CN(Cc1nc(-c2ccc(F)cc2F)oc1C)C1CC1	-14%	4%	-10%	2	20%	42%[activator]	6%	10%	-24%
CCNc1nc(-c2cc3ccccc3o2)cs1	?	-10%	-13%	-3	-34%	0%	-1%	5%	-17%
COc1ccc(-c2noc(-c3ccccc3C(=O)Nc3cccnc3)n2)cc1OC	18%	-9%	4%	-3	7%	-20%	-5%	/	-9%
COc1cccc(Nc2nnc(SCC(=O)N3CC(=O)Nc4ccccc43)s2)c1	10%	3%	-19%	-2	-33%[56.9 µM]	-29%	3%	-5%	-10%
Cc1ccc2[nH]c(CNC(=O)c3ccccc3F)cc2c1	?	-6%	4%	-5	18%	27%	17%	11%	-4%
COc1ccc(C)cc1NC(=O)c1cc2ccccc2cc1OCC(=O)NCc1ccco1	0%	-10%	/	-2	-5%	?	12%	-6%	-6%
Cc1cc(=O)oc2cc(NC(=O)C3CCCC3)ccc12	-10%	-24%	5%	-2	-13%	33%	2%	-10%	-17%
COc1ccc(CNC(=O)CCCn2nc(C)c([N+](=O)[O-])c2C)cc1OC	-3%	4%	-2%	-7	10%	1%	?	13%	-3%
COCCCNC(=S)N1CCN(Cc2ccc3c(c2)OCO3)CC1	-18%	1%	-3%	-6	14%	-11%	1%	17%	9%
COCC(=O)N/N=C(\C)CC(=O)Nc1ccccc1C(N)=O	0%	7%	-5%	-1	-30%	8%	-2%	-3%	2%
CCOC(=O)c1nnn(-c2ccccc2)c1C	0%	-4%	-1%	-3	-11%	-20%	3%	-1%	-9%
CCN(CC)S(=O)(=O)c1ccc(C)c(NC(=O)CNc2cccc(S(=O)(=O)N3CCOCC3)c2)c1	10%	1%	/	-3	8%	/	11%	6%	-22%
O=C(Cn1nnnc1-c1ccccc1F)Nc1ccc(OC(F)(F)F)cc1	1%	0%	-3%	-17	-2%	24%	/	-3%	-12%
CCn1c(SCC(=O)C(C)(C)C)nnc1-c1ccccn1	-16%	-8%	-5%	-3	1%	-16%	2%	0%	9%
Cn1cccc1Cc1nnc(SCC(=O)N2CCc3ccccc32)n1CCc1ccccc1	30%[57.4 µM]	16%	-1%	-1	-3%	1%	9%	9%	-13%
CCS(=O)(=O)N1CCN(S(=O)(=O)c2ccccc2[N+](=O)[O-])CC1	0%	-4%	-6%	-1	0%	-4%	1%	-2%	-13%
Cc1nc2cc(NC(=O)NC(C)(C)C)ccc2n1C	-3%	-12%	-3%	-2	-5%	-2%	16%	3%	-18%
COc1ccc(NS(=O)(=O)c2ccc(O)c(NC(=O)c3ccc(S(=O)(=O)N4CCCCCC4)cc3)c2)cc1	-16%	0%	?	-7	8%	13µM*	3%	-1%	?
O=C(NC1CC1)C1CC(=O)N(c2cccc(Cl)c2Cl)C1 (centres undefined)	462%[activator]	9%	-11%	-1	2%	8%	-8%	-6%	-14%
COc1cc(S(=O)(=O)NC2CCCCC2)ccc1Cl	14%	1%	?	0	-5%	18%	-4%	5%	-16%
CCOC(=O)c1cc2c(=O)n3ccccc3nc2n(C(C)C)c1=NC(=O)c1ccco1	-19%	-12%	193%[activator]	1	-32%	4%	-7%	8%	-19%
CC(=O)N1CCCc2cc(S(=O)(=O)NC(C(=O)NCc3ccc(C)cc3)C(C)C)ccc21 (centres undefined)	0%	-1%	-15%	-1	-13%	4%	1%	-4%	-10%
COC(=O)c1c(NC(=O)C2(C)Cc3ccccc3C(=O)O2)sc2c1CCCC2 (centres undefined)	-12%	0%	?	0	-27%	10%	-7%	3%	-11%
CC1(C)CC(=O)C(C=NCCN2CCN(CC(=O)Nc3ccccc3)CC2)=C(O)C1	-16%	-12%	-3%	-7	13%	0%	-1%	1%	-11%
[O-][n+]1onc2c1CCc1c-2nn(-c2ccccc2Cl)[n+]1[O-]	1%[57.4 µM]	-3%	-14%	4	-15%	48%	-6%	/	-10%
CCOc1nc(S(=O)(=O)c2ccc(C)cc2)c(Cl)s1	-25%	8%	?	-3	-6%	29%	-3%	4%	-5%
COc1ccc(OC)c(C(C)NC(=O)Cn2c(=O)cc(C)c3c(C)nn(-c4ccc(C)cc4)c32)c1 (centres undefined)	3%	-10%	-3%	-8	11%	39%	/	-8%	-12%
Nc1ccc2c(c1)C(=O)c1cc(Cl)c(Cl)cc1-2	4%	-11%	/	-4	-11%	/	/	-11%	-15%
CC(C)NS(=O)(=O)c1ccc(CCC(=O)N2CCCCC2)cc1	0%	-11%	-4%	-9	31%	8%	-1%	11%	-8%
O=C(NCc1ccccc1Cl)C1CCC(=O)N(C2CC2)C1 (centres undefined)	34%[activator]	-9%	-6%	-7	-12%	12%	15%	-11%	-9%
C/C(=N\Nc1nccnc1Cl)c1ccc(Br)cc1	-20%	-15%	-14%	-4	-9%	2%	32%	-4%	-11%

A stretch from further up, for reference:
SMILES	ALOX12 inh	Pol kappa inh	Anesthetic bind	LDHA inh	RGS4 inh	Pol beta inh	APEX1 inh	ERG-DNA inh	Pol eta inh
CCN(CC)S(=O)(=O)c1ccc(C)c(NC(=O)CNc2cccc(S(=O)(=O)N3CCOCC3)c2)c1	10%	1%	/	-3	8%	/	11%	6%	-22%
O=C(Cn1nnnc1-c1ccccc1F)Nc1ccc(OC(F)(F)F)cc1	1%	0%	-3%	-17	-2%	24%	/	-3%	-12%
CCn1c(SCC(=O)C(C)(C)C)nnc1-c1ccccn1	-16%	-8%	-5%	-3	1%	-16%	2%	0%	9%
Cn1cccc1Cc1nnc(SCC(=O)N2CCc3ccccc32)n1CCc1ccccc1	30%[57.4 µM]	16%	-1%	-1	-3%	1%	9%	9%	-13%
CCS(=O)(=O)N1CCN(S(=O)(=O)c2ccccc2[N+](=O)[O-])CC1	0%	-4%	-6%	-1	0%	-4%	1%	-2%	-13%
Cc1nc2cc(NC(=O)NC(C)(C)C)ccc2n1C	-3%	-12%	-3%	-2	-5%	-2%	16%	3%	-18%
COc1ccc(NS(=O)(=O)c2ccc(O)c(NC(=O)c3ccc(S(=O)(=O)N4CCCCCC4)cc3)c2)cc1	-16%	0%	?	-7	8%	13µM*	3%	-1%	?
O=C(NC1CC1)C1CC(=O)N(c2cccc(Cl)c2Cl)C1 (centres undefined)	462%[activator]	9%	-11%	-1	2%	8%	-8%	-6%	-14%

The list continues:
SMILES	ALOX12 inh	Pol kappa inh	Anesthetic bind	LDHA inh	RGS4 inh	Pol beta inh	APEX1 inh	ERG-DNA inh	Pol eta inh
CC(=O)Nc1ccc(C(=O)NNC(=O)CCc2ccccc2)cc1	1%	-9%	-4%	-4	-24%	40%	-8%	-6%	-10%
Cc1ccc(N(CCC#N)C(=O)COC(=O)C2=COCCO2)cc1	2%	-17%	/	-4	0%	/	-15%	-2%	-8%
COc1cc(OC)cc(-c2c(-c3cccs3)c3cc(-c4ccc(OC)c(OC)c4)ccc3n2C)c1	2%	2%	/	2	-9%	/	6%	7%	-5%
CCOC(=O)Nc1sc2c(c1C#N)CCC(C)C2 (centres undefined)	/	-6%	-15%	2	-7%	-1%	-3%	13%	-23%
COc1ccc(S(=O)(=O)/N=C2\C=C(Nc3ccc(O)cc3)C(=O)c3ccccc32)cc1	-8%	-15%	-11%	39	-11%	-23%	-6%	-10%	?
